High-throughput results as filed in PubChem.
SKKanGAS inh – S. pyogenes SKKanGAS growth inhibitors in kanamycin, primary screen, streptokinase expression inhibitor project, SKKanGAS strain, BacTiter-Glo luminescence; 6 h; inhibition, % at 7.5 µM; hit rate 1.3% among 300,000; AID 1662, 2009;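 active = mean replicate score, as percent of positive control median, at least 50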;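 note: strain carries kanamycin resistance gene driven by streptokinase promoter and grows in 40 µg/ml kanamycin; loss of luminescence reflects streptokinase promoter inhibition or plain growth inhibition; 0% = median of DMSO wells and 100% = positive control at its reference dose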
RGS4 act – RGS4 potentiators or activators, primary screen, cell-based, HEK293 M3R inducible RGS4, calcium flux; AID 463111, 2010; carbachol calcium flux Fluo4; stronger effect = lower value; hit rate 0.92% among 310,000; B-score at 10 µM;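 active = B-score of the integrated calcium signal more than 4 SD below the library mean, with starting fluorescence not abnormally high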;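 note: negative B-score means reduced calcium response which marks RGS4 activation or potentiation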
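System – HEK293 FlpIn-TREx cells, stable M3R, doxycycline-inducible RGS4 · Reagent – ECmax carbachol challenge · Times – compound preincubation 20 min at room temperature before agonist · Technique – Fluo4 fluorescence kinetic imaging of calcium · Measure – B score of integrated Fluo4 ratio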
RGS4 block – RGS4 inhibitors, primary screen, cell-based, HEK293 M3R inducible RGS4, calcium flux. Fluo-4 calcium flux; stronger effect = higher value; triggered by carbachol at its EC20. B-score at 10 µM. hit rate 0.45% among 310,000. AID 463165, 2010;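 active = B-score, a plate-corrected calcium signal, over three deviations above library mean, with baseline fluorescence within five deviations of library mean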;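 note: RGS4 expression induced by doxycycline in cells with stable M3 receptor; B-score is computed from the integrated fluorescence ratio over baseline after carbachol; higher B-score means a larger calcium signal and so more RGS4 inhibition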
HDAC3 inh – HDAC3 deacetylase inhibitors, primary screen, biochemical, fluorescence, cell-free homogeneous; Histone deacetylase 3 (Homo sapiens), O15379; recombinant HDAC3, fluorogenic peptide/trypsin coupled; inhibition, % at 8.3 µM; hit rate 0.15% among 320,000; AID 2718, 2010; in the data active = inhibition above about 26%, passing the limit was not always enough
MrgX1 PAM – positive allosteric modulators of MrgX1, primary screen, HEK293 cells, Fluo-4 calcium flux; FDSS; stronger effect = higher value; B-score at 10 µM; hit rate 0.63% among 310,000; AID 588675, 2011;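 active = plate-corrected calcium response at least 3 library SD above typical, normal starting fluorescence, not activating the receptor alone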;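 note: compound read alongside a low EC10 to EC30 dose of BAM8-22 agonist; peak minus trough fluorescence over baseline measured at the second addition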
TRPC6 inhibitor – mouse TRPC6 channel inhibitors, primary screen, cell-based, HEK293, membrane potential dye | AID 2553, 2010 | B-score at 10 µM | hit rate 1.1% among 310,000 | ACh-evoked depolarization; stronger effect = lower value;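 active = B-score under library mean minus 3 SD, initial fluorescence not abnormally high, positive integrated signal ratio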;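 note: B-score derived from integrated fluorescence ratio over the kinetic read; more negative B-score means stronger inhibition of depolarization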
Target sequence (Q61143 whole entry, looked up): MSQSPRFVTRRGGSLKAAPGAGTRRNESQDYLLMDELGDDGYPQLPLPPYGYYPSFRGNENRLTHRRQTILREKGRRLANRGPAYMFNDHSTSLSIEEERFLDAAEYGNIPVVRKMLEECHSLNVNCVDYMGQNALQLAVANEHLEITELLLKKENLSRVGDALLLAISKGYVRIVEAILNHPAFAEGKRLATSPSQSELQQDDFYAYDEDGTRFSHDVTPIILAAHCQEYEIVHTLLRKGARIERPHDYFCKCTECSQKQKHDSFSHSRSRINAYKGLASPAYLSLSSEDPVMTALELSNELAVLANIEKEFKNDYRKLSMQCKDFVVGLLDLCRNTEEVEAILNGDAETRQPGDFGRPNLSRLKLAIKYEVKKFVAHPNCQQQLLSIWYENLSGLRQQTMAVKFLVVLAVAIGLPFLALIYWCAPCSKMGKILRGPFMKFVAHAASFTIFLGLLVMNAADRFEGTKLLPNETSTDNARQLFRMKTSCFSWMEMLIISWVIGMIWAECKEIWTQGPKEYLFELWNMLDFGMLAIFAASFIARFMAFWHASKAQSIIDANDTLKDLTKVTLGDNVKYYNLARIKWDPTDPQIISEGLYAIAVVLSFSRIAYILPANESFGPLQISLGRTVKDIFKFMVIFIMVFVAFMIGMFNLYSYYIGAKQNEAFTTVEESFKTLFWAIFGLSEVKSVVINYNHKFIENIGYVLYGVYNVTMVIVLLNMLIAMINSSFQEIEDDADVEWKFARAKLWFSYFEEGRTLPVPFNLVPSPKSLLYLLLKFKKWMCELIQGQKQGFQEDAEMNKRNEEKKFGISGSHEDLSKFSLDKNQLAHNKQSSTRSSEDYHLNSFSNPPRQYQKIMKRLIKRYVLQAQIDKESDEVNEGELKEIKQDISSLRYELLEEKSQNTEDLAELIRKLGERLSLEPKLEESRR
TMEM16A inh – TMEM16A chloride channel inhibitors, primary screen, cell-based, HTS; normalized B-score (activity score, 25-100; higher = stronger inhibition) at 10 µM; Anoctamin-1 (Mus musculus), Q8BHY3; HEK293 TMEM16A/YFP iodide influx fluorescence, ionomycin; hit rate 1.2% among 310,000;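 active = ratio plate-corrected score three or more library SD toward inhibition, starting fluorescence score within five deviations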;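 note: score derived from kinetic fluorescence span divided by baseline fluorescence per well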
MrgX1 ag – agonists of human MrgX1 receptor, primary screen, HEK293 cells, Fluo-4 calcium flux; Mas-related G-protein coupled receptor member X1 (Homo sapiens), Q96LB2; Fluo-4 calcium fluorescence, agonist mode; stronger effect = higher value; B-score at 10 µM; hit rate 0.44% among 310,000; AID 588627, 2011;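 active = calcium response B-score plate-corrected fluorescence ratio at least 3 library SD, with starting fluorescence B-score inside 5 SD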
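Test system: HEK293 cells stably expressing human MrgX1 receptor; Input: fifteen thousand cells per well; Dosing: compound delivered in addition one of three; Schedule: overnight seeding, then 1 h dark dye loading; Technique: Fluo-4 NW calcium fluorescence; Measure: B-scored fluorescence response ratio; Controls: positive and negative controls per plate.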
TRPC6 activator – mouse TRPC6 channel activators, primary screen, cell-based, HEK293, membrane potential dye. HEK293-TRPC6 membrane potential dye fluorescence; stronger effect = higher value. B-score at 10 µM. Short transient receptor potential channel 6 (Mus musculus), Q61143. hit rate 0.13% among 310,000;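 active = B-score of the integrated fluorescence ratio above library mean plus 3 SD, and starting fluorescence ratio within library mean plus 5 SD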;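 note: higher score means more depolarization so channel activation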
TMEM16A act – TMEM16A chloride channel activators or potentiators, primary screen, cell-based, HTS | hit rate 0.3% among 340,000 | AID 623877, 2012 | HEK293 TMEM16A/YFP-H148Q/I152L, iodide quench fluorescence; stronger effect = lower value | B-score at 10 µM;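 active = fluorescence-ratio B-score plate-corrected deviation score at least 3 library SD below zero, with starting fluorescence score within 5 deviations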;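 note: channel opened by trigger with iodide after compound preincubation; score built on the fluorescence ratio of max minus min over baseline; more negative score means more quench and so TMEM16A activation or potentiation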
MrgX1 antagonist – antagonists of human MrgX1 receptor, primary screen, HEK293 cells, Fluo-4 calcium flux; Mas-related G-protein coupled receptor member X1 (Homo sapiens), Q96LB2; BAM8-22 antagonism; stronger effect = lower value; B-score at 10 µM; hit rate 1.3% among 310,000;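 active = calcium-response B-score plate-corrected more than 3 library SD below zero, starting fluorescence within 5 deviations, no agonist response on first addition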;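 note: peak minus trough fluorescence over baseline after final BAM8-22 challenge near maximal dose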
* marks the source's active call; other numbers are inactive results; i = inactive; . = no result given.

Order of values – SKKanGAS inh	RGS4 act	RGS4 block	HDAC3 inh	MrgX1 PAM	TRPC6 inhibitor	TMEM16A inh	MrgX1 ag	TRPC6 activator	TMEM16A act	MrgX1 antagonist
> Cc1ccc(Nc2oc(C)nc2C#N)cc1
  -4	i	i	5	i	i	i	i	i	i	i
> Cc1cc(C)c2[nH]c(=O)c(CN(Cc3ccco3)C(=O)C3CCCO3)cc2c1 (stereo not drawn)
  0	i	i	-1	i	i	i	i	i	i	i
> COc1cc([N+](=O)[O-])cc(/C=N/NC(=O)c2ccc(NC(=O)c3ccc(C)cc3)cc2)c1O
  13	i	i	.	.	i	.	.	i	i	.
> CCNc1nc(NCC)nc(OCCOC(=O)c2ccccc2)n1
  -9	i	i	-1	i	i	i	i	i	i	i
> Cc1ccc(C)c(OCCCC(=O)O)c1
  -2	i	i	.	i	i	i	i	i	i	i
> CCCn1c(SCC(=O)Nc2ccc3c(c2)OCCO3)nnc1-c1ccco1
  -3	i	i	-1	i	i	i	i	i	i	i
> COc1cc(/C=C/C(=O)OCC(=O)NCC2CCCO2)ccc1OCC#N (stereo not drawn)
  2	i	i	3	i	i	i	i	i	i	i
> CCCCn1nnnc1SCC(=O)Nc1sc2c(c1C#N)CCCC2
  -11	i	i	6	i	i	i	i	i	i	i
> CC(/C=C1\SC(=S)N(CCCC(=O)Nc2ccc(C(=O)O)c(O)c2)C1=O)=C\c1ccccc1
  100*	i	i	7	i	i	i	i	i	.	i
> Cc1ccnc(Sc2ccc([N+](=O)[O-])cn2)n1
  6	i	i	2	i	i	i	i	i	i	i
> O=C(O)c1csc(-n2nc(-c3ccccc3)cc2C(F)(F)F)n1
  -3	i	i	.	i	i	i	i	i	i	i
> Cc1c(C)n(O)c2ccc3nonc3c12
  8	i	i	13	i	i	i	i	i	i	i
> COc1cc(C)c(/C=C/C(C)=C/C=C/C(C)=C/C(=O)O)c(C)c1C
  47	i	i	4	i	i	i	i	i	i	i
> Oc1ccc(N2CCN(C(c3ccccn3)c3nnnn3C3CCCC3)CC2)cc1 (stereo not drawn)
  4	i	i	3	i	i	i	i	i	i	i
> COc1cccc(CNC(=O)COc2ccc(C(=O)c3ccccc3)cc2)c1
  -6	i	i	4	i	i	i	i	i	i	i
> CCC(C)(C)n1nnnc1C(c1ccccc1OC)N1CCSCC1 (stereo not drawn)
  -1	i	i	-5	i	i	i	i	i	i	i
> O=c1c(-c2nc3ccccc3o2)c2oc3ccccc3n2c2ccccc12
  12	-9.6*	i	.	.	i	.	.	i	.	.
> CCOc1ccccc1NC(=O)CCn1cccc1
  .	i	i	-9	i	i	i	i	i	i	i
> Cc1ccc(NC(=O)c2cccc3c2C(=O)N(C2CCCCC2)C3)cc1
  18	i	i	-3	i	i	i	i	i	i	i
> CN1c2ccccc2C2(C)CCCC3=Cc4cc([N+](=O)[O-])cc([N+](=O)[O-])c4OC312 (stereo not drawn)
  8	i	i	-4	i	i	i	i	i	i	i
> CCSc1nnc(CSc2ncccn2)n1C
  -3	i	i	1	i	i	i	i	i	i	i
> CN1CCN(C(=O)c2c(NC(=O)c3ccco3)sc3c2CCC(C(C)(C)C)C3)CC1 (stereo not drawn)
  2	i	i	10	i	i	i	i	i	i	i
> CCn1c(COc2ccc(=O)n(-c3ccccc3)n2)nnc1SCc1ccccc1C
  0	i	i	3	i	i	i	i	i	i	i
> COc1ccc(C2c3c(ncn(CCN4CCOCC4)c3=N)Oc3ccc4ccccc4c32)cc1OC (stereo not drawn)
  0	i	i	2	i	-5.1*	i	i	i	i	i
> COc1ccc(CC(=O)N/N=C/c2cc([N+](=O)[O-])cc(Br)c2O)cc1
  62*	i	i	8	i	i	i	i	i	i	i
> CCOc1ccccc1NC(=O)Cn1nnc(C(=O)NCc2ccco2)c1N
  3	i	i	-5	i	i	i	i	i	i	i
> CCC(C)c1ccc(C(C)NC(=S)NC2CCCCC2)cc1 (stereo not drawn)
  50*	-8.4*	i	5	i	i	100*	i	i	i	i
> CC(=O)Nc1nc2ccc(S(=O)(=O)N3CCCCC3)cc2s1
  5	i	i	-2	i	i	i	i	i	i	i
> O=C1CSC(c2ccncc2)N1Cc1ccco1 (stereo not drawn)
  -6	i	i	-5	i	i	i	i	i	i	i
> COc1ccc2nccc(/C=C/c3ccnc4ccc(OC)cc34)c2c1
  -3	i	i	-7	i	i	i	i	i	i	i
> COC(=O)CCC(=O)Nc1ccccc1C(N)=O
  -5	i	i	1	i	i	i	i	i	i	i
> Cc1cccc(C(=O)Nc2ccnc(-c3ccncc3)n2)c1
  -7	i	i	1	i	i	i	i	i	i	i
> CCOc1cc(/C=C2\C(=O)N(Cc3ccco3)C(C)=C2C(=O)OC)ccc1O
  -20	i	i	-4	i	i	i	i	i	i	i
> CNC(=S)NNC(=O)c1cccn(Cc2ccc(Cl)c(Cl)c2)c1=O
  -6	i	i	1	i	i	i	i	i	i	i
> Cc1cnc(=O)[nH]c1SCc1cccc([N+](=O)[O-])c1
  -3	i	i	-5	i	i	i	i	i	i	i
> Cc1ccc(NC(=O)CNC(=O)Cc2cccc3ccccc23)nc1
  -8	i	i	-10	i	i	i	i	i	i	i
> O=C(c1ccccc1)N1N=C(c2ccccc2)CC1(O)C(F)(F)F (stereo not drawn)
  -3	i	i	-1	i	i	i	i	i	i	i
> C/C(=N\Nc1ccccc1)c1cccc(N)c1
  6	i	i	3	i	i	i	i	i	i	i
> Cc1ccc(S(=O)(=O)Nc2ccc3c(c2)nc(CCN2CCCCC2)n3C)cc1
  7	i	i	4	i	i	i	i	i	i	i
> COc1ccc(C(=O)N/C(=C\c2ccccc2)C(=O)Nc2ccc(C(=O)O)cc2)cc1
  -1	i	i	3	i	i	i	i	i	i	i
> COc1cccc2sc(NNC(=O)c3nc4ccccc4s3)nc12
  93*	i	i	0	i	i	i	i	i	i	i
> Cc1cc(C)c2nc(C(F)(F)F)nc(NCCCN3CCCC3=O)c2c1
  -8	i	i	-6	i	i	i	i	i	i	i
> CC(=O)NC1C(=O)N=C(SCC(=O)NC(C)c2ccccc2)NC1=O (stereo not drawn)
  -11	i	i	1	i	i	i	i	i	i	i
> Cc1cccc(NC(=O)c2ccc3ccccc3n2)n1
  1	i	i	.	i	i	i	i	i	i	i
> COc1ccc(CC(=O)NCC(=O)NC(Cc2ccccc2)C(=O)O)cc1 (stereo not drawn)
  -2	i	i	-9	i	i	i	i	i	i	i
> Cc1sc2ncn(Cc3ccccc3F)c(=O)c2c1C
  19	i	i	8	i	i	i	i	i	i	i
> Cc1cc2c(cc1C)CSC(c1c(O)ccc3ccccc13)SC2
  94*	i	i	-2	i	i	i	i	i	i	i
> O=C(c1cc(S(=O)(=O)N2CCOCC2)ccc1F)N1CCCc2ccccc21
  -8	i	i	1	i	i	i	i	i	i	i
> COc1ccc(CCN=C(N)NS(=O)(=O)c2ccc(F)cc2)cc1
  -12	i	i	-1	i	i	i	i	i	i	i
> O=c1[nH]c(CS(=O)(=O)c2ccccc2)nc2ccccc12
  2	i	i	-5	i	i	i	i	i	i	i
> O=C(Cn1nc(Cc2cccnc2)c2ccccc2c1=O)Nc1ccc2c(c1)OCO2
  2	i	i	.	i	i	i	i	i	i	i
> CC(Sc1nnnn1-c1ccccc1)C(=O)Nc1ccc(N2CCN(C)CC2)cc1 (stereo not drawn)
  2	i	i	2	i	i	i	i	i	i	i
> Oc1ccc(Br)cc1/C=N/n1c(-c2ccccc2)n[nH]c1=S
  3	i	i	3	i	i	i	i	i	i	i
> CCOC(=O)[C@H](CCc1ccccc1)N[C@H]1CCc2ccccc2N(CC(=O)O)C1=O
  -4	i	i	2	i	i	i	i	i	i	i
> CCOC(=O)C1C(=O)NC(N2CCCCC2)=NC1c1ccco1 (stereo not drawn)
  -2	i	i	-3	i	i	i	i	i	i	i
> CCN/N=C(\Cc1nc2ccccc2[nH]1)c1ccccc1
  32	i	i	-3	i	i	i	i	i	i	i
> COc1ccc(N(C(=O)CNC(=O)c2ccco2)C(C(=O)NCC2CCCO2)c2ccccc2)cc1 (stereo not drawn)
  12	i	i	-1	i	i	i	i	i	i	i
> N#Cc1c(C(F)(F)F)cc(-c2ccc(F)cc2)[nH]c1=O
  15	i	i	-28	i	i	i	i	i	i	i
> O=C(Nc1nnc(SCC(=O)N2CCCc3ccccc32)s1)c1ccc2ccccc2c1
  33	i	i	1	i	i	i	i	i	i	i
> O=C(c1ccccc1-c1nc2ccccc2[nH]1)N1CCOCC1
  -1	i	i	-2	i	i	i	i	i	i	i

(listing goes on)
Order of values – SKKanGAS inh	RGS4 act	RGS4 block	HDAC3 inh	MrgX1 PAM	TRPC6 inhibitor	TMEM16A inh	MrgX1 ag	TRPC6 activator	TMEM16A act	MrgX1 antagonist
> CCOC(=O)N1CCN(c2ccc(S(=O)(=O)N3CCOCC3)cc2[N+](=O)[O-])CC1
  -3	i	i	3	i	i	i	i	i	i	i
> O=S(=O)(Nc1ccccn1)c1cccs1
  7	i	i	1	i	i	i	i	i	i	i
> CCNC(=S)N1CCN=C1Nc1nc(C)cc(C)n1
  9	i	i	-2	i	i	i	i	i	i	i
> CN(C)C(=O)CN1C(=O)NC2(CCc3ccccc32)C1=O (stereo not drawn)
  0	i	i	-6	i	i	i	i	i	i	i
> CC(C)c1ccccc1OCCCCCN1CCOCC1
  -5	-7.4*	i	5	i	i	i	i	i	i	i
> N#Cc1ccsc1NC(=O)c1cccc(-n2cnnn2)c1
  11	i	i	-4	i	i	i	i	i	i	i
> COc1ccc2c(c1)C=C(CN1CCN(C(C)C)C(CCO)C1)CO2 (stereo not drawn)
  -8	i	i	-5	i	i	i	i	i	i	i
